Assay outcomes (PubChem)
Tau fibril ThT = tau fibrillization inhibition (ThT binding) | recombinant tau K18 P301L, heparin-induced fibrillization, ThT fluorescence | actives 2.1% (n = 270,000) | Potency, µM (doses to about 57.4 µM), without a hit: top-dose activity, negative = inhibition, hits mostly inhibitors | P10636; further: nearly all actives have a fitted effect of over 55% in size
Target sequence (P10636 561-689 P618L limits assumed): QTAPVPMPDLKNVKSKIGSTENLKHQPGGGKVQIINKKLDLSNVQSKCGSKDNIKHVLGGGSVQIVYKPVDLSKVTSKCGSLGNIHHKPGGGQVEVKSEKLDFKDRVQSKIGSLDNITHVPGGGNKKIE
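Heparin-induced fibrillization of the P301L-mutant K18 repeat-domain fragment of human tau was followed by ThT binding in quantitative high-throughput format.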
Tau fibril FP = blocks human tau fibril formation measured by polarization | K18 P301L tau heparin fibrillization, Alexa594 FP, 6 h | Potency, µM (series often up to 57.7 µM), for the others: at the top dose activity, negative = inhibition, most hits filed as inhibitors | actives 0.39% (n = 280,000) | AID 1468; further: nearly all actives have a fitted effect of over 55% in size
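FP of Alexa 594-tau after heparin (20 uM) induction. Substrate: human K18 P301L, 15 uM unlabeled, 0.24 uM labeled. Buffer 100 mM sodium acetate pH 7. 6 hr, 37 C.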
TRb SRC2 PPI = TRbeta-SRC2 interaction inhibition. P10828. TRbeta-SRC2 peptide binding, fluorescence polarization; receptor liganded with 1 µM T3. Potency, µM (doses to about 106 µM), for inactives: top-dose activity change, negative = inhibition, usual class: inhibitors. actives 0.065% (n = 280,000). AID 1469;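 further: plate controls were bound peptide for no effect and peptide without receptor for full effect; nearly all actives have a fitted effect of over 50% in size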
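Assay buffer: 20 mM Tris-HCl, 100 mM NaCl, 10% glycerol, 1 mM EDTA, 0.01% NP-40, 1 mM DTT, 1 uM T3, 5% DMSO; TRb LBD 0.6 uM, Texas Red SRC2 20 nM; FP after 5 hr.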
ALDH1A1 inh = blocks purified human ALDH1A1 activity | Purified ALDH1A1, NADH fluorescence, propionaldehyde substrate | Potency, µM (titrated, usually from 75.3 µM), for inactives: at the highest dose activity, negative = inhibition, most hits filed as inhibitors | actives 7.3% (n = 220,000); active means well fitted inhibition curve with a large enough effect, not every such curve was filed as active; inconclusive means small, poorly fitted or top-dose-only effect, or another doubt; inactive means no such curve, though single readings can be large or run the other way;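 further: plate controls were no enzyme wells and a reference inhibitor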
Tau fluor counter = counter-screen for tau fibril formation inhibitors. tau K18 P301L (four-repeat tau fragment) Alexa594 fluorescence, heparin fibrillization. Potency, µM (top dose mostly 57.7 µM), inactives show top-dose activity change, negative = decrease. actives 0.93% (n = 280,000); further: nearly all actives have a fitted effect of over 55% in size
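Human K18 P301L tau (15 uM unlabeled plus 0.24 uM Alexa 594-labeled, final) in 100 mM sodium acetate pH 7 was mixed with compound and 20 uM heparin and incubated 6 hr at 37 C.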
TexasRed fluor = alters Texas Red total fluorescence, flagging assay interference; TRb/SRC2 Texas Red total fluorescence interference; Potency, µM (top dose mostly 106 µM), for inactives: at the highest dose fluorescence change, negative = quenching; actives 0.29% (n = 280,000); AID 1479; active means well fitted curve in either direction with a large enough effect; inconclusive means small, poorly fitted or top-dose-only effect
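Flags fluorescent or light-absorbing compounds by total fluorescence, S + 2P, at 555 nm excitation and 632 nm emission. Mixture: 20 nM Texas Red SRC2 peptide, 0.6 uM human TRb LBD, 1 uM T3, 5% DMSO; compound exposure 5 h at ambient temperature.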
aGal spleen mod = alpha-galactosidase A (human) modulation; actives 0.008% (n = 240,000); P06280; AID 2107; Potency, µM (series often up to 80 µM), for the others: at the highest dose activity change, negative = inhibition, most hits filed as inhibitors; human spleen homogenate, 4MU-alpha-Gal fluorescence, 40 min;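 further: 0% = enzyme with vehicle and -100% = no enzyme basal signal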
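Human spleen homogenate (1 ug) was the enzyme source, with 4-methylumbelliferyl-alpha-D-galactopyranoside (1 mM final) in pH 5.0 citrate buffer with 0.01% Tween-20. Compounds were titrated; after 40 min at 37C, NaOH/glycine stop, 4-MU fluorescence read; AC50 from Hill fits.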
L3MBTL1 inh = L3MBTL1 (human) inhibition. AlphaScreen L3MBTL1–H3K9me1 peptide binding. AID 485360. Q9Y468. actives 0.66% (n = 230,000). Potency, µM (highest dose often 57.1 µM), for inactives: at the top dose activity, negative = inhibition, most hits filed as inhibitors; further: nearly all actives have a fitted effect of over 60% in size
Target sequence (Q9Y468 whole entry, looked up): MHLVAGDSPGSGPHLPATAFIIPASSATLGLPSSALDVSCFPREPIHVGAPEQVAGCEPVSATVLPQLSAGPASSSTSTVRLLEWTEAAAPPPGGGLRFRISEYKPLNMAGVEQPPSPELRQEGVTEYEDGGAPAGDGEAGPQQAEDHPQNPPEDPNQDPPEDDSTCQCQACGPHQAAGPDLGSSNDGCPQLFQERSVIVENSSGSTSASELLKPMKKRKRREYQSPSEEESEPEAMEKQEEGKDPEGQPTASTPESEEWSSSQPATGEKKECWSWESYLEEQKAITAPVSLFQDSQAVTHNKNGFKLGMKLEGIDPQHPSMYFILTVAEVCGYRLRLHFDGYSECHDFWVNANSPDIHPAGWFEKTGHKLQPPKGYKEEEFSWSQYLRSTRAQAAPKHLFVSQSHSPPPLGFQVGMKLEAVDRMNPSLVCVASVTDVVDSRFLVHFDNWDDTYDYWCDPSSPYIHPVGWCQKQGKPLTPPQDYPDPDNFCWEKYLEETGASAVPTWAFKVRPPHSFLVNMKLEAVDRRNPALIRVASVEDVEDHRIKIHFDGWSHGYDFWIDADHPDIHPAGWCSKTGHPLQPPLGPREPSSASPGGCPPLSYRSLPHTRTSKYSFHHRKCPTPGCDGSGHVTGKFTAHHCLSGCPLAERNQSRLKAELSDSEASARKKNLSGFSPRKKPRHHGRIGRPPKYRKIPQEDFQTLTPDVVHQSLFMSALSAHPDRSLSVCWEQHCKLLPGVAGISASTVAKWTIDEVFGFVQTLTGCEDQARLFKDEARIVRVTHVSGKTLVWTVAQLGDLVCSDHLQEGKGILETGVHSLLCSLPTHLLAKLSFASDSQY
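First, the protein-peptide complex forms for 30 min at room temperature (L3MBTL1 50 nM, biotinylated H3K9me1 peptide 75 nM). Next, compounds are pin-transferred and incubated 30 min. Finally, AlphaScreen beads are added and read after 30 min.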
Active calls of the source: *; ? = inconclusive; · = not tested or not shown; [ ] = dose if it differs, or a comment. Unless noted, the call rests on the fitted dose curve; in most records, active means well fitted curve in the direction sought with a large enough effect; inconclusive means small, poorly fitted or top-dose-only effect, or another doubt; inactive means no such curve, though single readings can be large; an effect the other way counts as inactive or inconclusive. Unless noted, on the % scale 0 is the no-effect control and ±100 the full control effect; potency means the concentration at half of the fitted maximal effect. The order is random; about 8.5% have a hit in one of these screens.

1) CCC1(C)Cc2c(sc3nc4n(c(=O)c23)CCS4)CO1 (stereo not given)
2) CN(C(=O)COC(=O)CNS(=O)(=O)/C=C/c1ccccc1)C1CCS(=O)(=O)C1 (stereo not given)
3) Cc1cc(C)cc(NC(=O)CN(c2cc(C(F)(F)F)ccc2Cl)S(=O)(=O)c2ccccc2)c1
4) O=C(NC(=S)Nc1cccc2cnccc12)c1ccccc1
5) Fc1ccccc1CSc1nnc(Cn2cnc3ccccc32)n1-c1ccccc1
6) O=C(NCCc1csc(-c2cccc(F)c2)n1)c1ccc(Br)o1
7) Cc1ccc(-n2nnnc2SCC(=O)N2CCc3ccccc3C2)cc1
8) C#CCCCO/N=C1/C[C@@H](O)[C@@H](O)[C@@H]2[C@@H]3C(=O)N([C@@H](C)c4ccccc4)C(=O)[C@H]3CC[C@H]12
9) O=C(Nc1cccnc1)c1ccc([N+](=O)[O-])cc1Cl
10) O=C(NC1CCCCCC1)C(=O)NC1CCCC1

| entry no. | 1 | 2 | 3 | 4 | 5 | 6 | 7 | 8 | 9 | 10 |
| --- | --- | --- | --- | --- | --- | --- | --- | --- | --- | --- |
| Tau fibril ThT | 2% | -13% | -1% | 4% | 2% | ? | -3% | -9%[11.5 µM] | 0% | 2% |
| Tau fibril FP | 7% | -1% | ? | 10% | 4% | 3% | -1% | -13%[11.6 µM] | 4% | ? |
| TRb SRC2 PPI | -1% | -4% | 3% | 6% | -6% | -3% | 9% | -4%[11.2 µM] | -5% | -6% |
| ALDH1A1 inh | 7% | 4% | · | -6% | 8% | · | ? | 10%[13.5 µM] | -5% | 5% |
| Tau fluor counter | 6% | -10% | -13% | -1% | -2% | -7% | -5% | -15%[11.6 µM] | 2% | 1% |
| TexasRed fluor | -5% | 2% | -2% | -1% | -3% | -17% | -2% | 0%[11.2 µM] | 4% | 2% |
| aGal spleen mod | -11% | 0% | · | 3% | 8% | · | 2% | -9%[17.5 µM] | -5% | -1% |
| L3MBTL1 inh | 3% | 3% | · | -9% | -2% | · | 6% | · | · | 2% |

11) CC(=O)c1ccc(NC(=O)c2nc3ccccc3nc2N2CCCCC2)cc1
12) CCN(CC)c1nc(C)c(C(=S)Nc2cc([N+](=O)[O-])ccc2Cl)s1
13) COC(=O)[C@@]1(C)CC[C@]2(C)CC[C@@]3(C)C(=CC(=O)C4[C@@]5(C)CC[C@H](O)C(C)(C)[C@@H]5CC[C@]43C)[C@H]2C1 (stereo not given in full)
14) CCOC(=O)CN(Cc1ccccc1)C(C(=O)NC1CCCCC1)c1ccc(C)cc1 (stereo not given)
15) COc1ccccc1NC(=O)N1CCCC(c2nc3c(nnn3Cc3ccc(C)cc3)c(=O)[nH]2)C1 (stereo not given)
16) COc1ccccc1CC(=O)Nc1cccc(C)n1
17) O=C1c2cccc3cccc(c23)C(=O)N1Nc1ccccc1
18) O=C1C(Cl)=C(N2CCCCC2)C(=O)N1Cc1ccccc1
19) CCOC(=O)CC1CCCCN1Cc1cn(C)nc1-c1ccc2c(c1)OCCO2 (stereo not given)
20) Cc1ccc(C(=O)N2CCSCC2)cc1

| entry no. | 11 | 12 | 13 | 14 | 15 | 16 | 17 | 18 | 19 | 20 |
| --- | --- | --- | --- | --- | --- | --- | --- | --- | --- | --- |
| Tau fibril ThT | ? | ? | 4% | ? | -15% | -5% | -17% | ? | 3% | -14% |
| Tau fibril FP | -2% | 0% | -1% | 4% | -8% | -4% | -9% | -1% | -2% | -2% |
| TRb SRC2 PPI | -3% | -5% | 6% | 1% | -23% | 1% | -3% | 3%[53 µM] | 3% | -2% |
| ALDH1A1 inh | · | -2% | · | · | ? | 3% | 25µM* | ? | 5% | 0% |
| Tau fluor counter | ? | -10% | 8% | -14% | -7% | -7% | -21% | -2% | 5%[2.34 µM] | -10% |
| TexasRed fluor | -5% | -1% | -2% | -1% | -4% | 0% | -2% | -1%[53 µM] | -3% | -4% |
| aGal spleen mod | · | -3% | -7% | · | 29% | 6% | -1% | -6% | 5% | 14% |
| L3MBTL1 inh | · | -5% | · | · | -4% | 0% | -12% | 164%[activator] | 0% | · |

Five of the compounds above, as a markdown table:
| No. | Molecule | Tau fibril ThT | Tau fibril FP | TRb SRC2 PPI | ALDH1A1 inh | Tau fluor counter | TexasRed fluor | aGal spleen mod | L3MBTL1 inh |
| --- | --- | --- | --- | --- | --- | --- | --- | --- | --- |
| 19 | CCOC(=O)CC1CCCCN1Cc1cn(C)nc1-c1ccc2c(c1)OCCO2 (stereo not given) | 3% | -2% | 3% | 5% | 5%[2.34 µM] | -3% | 5% | 0% |
| 18 | O=C1C(Cl)=C(N2CCCCC2)C(=O)N1Cc1ccccc1 | ? | -1% | 3%[53 µM] | ? | -2% | -1%[53 µM] | -6% | 164%[activator] |
| 16 | COc1ccccc1CC(=O)Nc1cccc(C)n1 | -5% | -4% | 1% | 3% | -7% | 0% | 6% | 0% |
| 11 | CC(=O)c1ccc(NC(=O)c2nc3ccccc3nc2N2CCCCC2)cc1 | ? | -2% | -3% | · | ? | -5% | · | · |
| 12 | CCN(CC)c1nc(C)c(C(=S)Nc2cc([N+](=O)[O-])ccc2Cl)s1 | ? | 0% | -5% | -2% | -10% | -1% | -3% | -5% |

(further entries)
21) O=C(c1csc2c1CCCC2)N1CCN(c2ccccc2)CC1
22) Cc1ccc(Nc2nc(CSc3nnc(-c4cccs4)o3)cs2)cc1
23) CCN(CC)c1cnn(C/C(=N\OC)c2ccc(Cl)cc2)c(=O)c1Br
24) O=S(=O)(Nc1ccc(-c2cn3c(n2)SCC3)cc1)c1cccs1
25) O=C(CN1C(=O)CSC1=O)Nc1ccc(F)c(F)c1F
26) O=C(NC(=O)c1cccc(OC(F)(F)C(F)F)c1)OC1CCS(=O)(=O)C1 (stereo not given)
27) O=C(CCN1C(=O)C2C3C=CC(C3)C2C1=O)NCCc1ccccc1Cl (stereo not given)
28) Cc1nnc(Nc2ccccc2F)s1
29) CCn1cc(S(=O)(=O)c2ccccc2)c(=O)c2cc(C)ccc21
30) CCc1ccc(C2=NN(CCC(=O)NC(C)CCc3ccccc3)C(=O)CC2)cc1 (stereo not given)

| entry no. | 21 | 22 | 23 | 24 | 25 | 26 | 27 | 28 | 29 | 30 |
| --- | --- | --- | --- | --- | --- | --- | --- | --- | --- | --- |
| Tau fibril ThT | -20% | ? | -10% | ? | -9% | -8% | -6% | · | -2% | -14% |
| Tau fibril FP | 7% | 8% | 7% | -1% | -8% | ? | -1% | -7% | 0% | -9% |
| TRb SRC2 PPI | -10% | 9% | -4% | -1% | -16% | -1% | 7% | 3% | -1% | 1% |
| ALDH1A1 inh | -13% | -5% | -7% | -10% | -1% | 0% | 8.9µM* | · | · | -11% |
| Tau fluor counter | -16% | ? | -7% | -29% | -9% | -19% | -2% | -19% | -3% | -11% |
| TexasRed fluor | -2% | 0% | -2% | -2% | -4% | 1% | -1% | 0% | -3% | -1% |
| aGal spleen mod | 29% | 0% | 4% | 1% | 4% | 2% | -4% | -4% | · | 1% |
| L3MBTL1 inh | · | -11% | · | · | -2% | 2% | 7% | · | · | · |

Arranged by SMILES length (rising): some entries from above
28) Cc1nnc(Nc2ccccc2F)s1
22) Cc1ccc(Nc2nc(CSc3nnc(-c4cccs4)o3)cs2)cc1
29) CCn1cc(S(=O)(=O)c2ccccc2)c(=O)c2cc(C)ccc21

| entry no. | 28 | 22 | 29 |
| --- | --- | --- | --- |
| Tau fibril ThT | · | ? | -2% |
| Tau fibril FP | -7% | 8% | 0% |
| TRb SRC2 PPI | 3% | 9% | -1% |
| ALDH1A1 inh | · | -5% | · |
| Tau fluor counter | -19% | ? | -3% |
| TexasRed fluor | 0% | 0% | -3% |
| aGal spleen mod | -4% | 0% | · |
| L3MBTL1 inh | · | -11% | · |

Next entries:
31) O=C(CSc1ccccc1)Nc1nnc(COc2ccc(Cl)cc2)s1
32) CC(=O)c1c(NCCc2ccccc2)cc(C)oc1=O
33) CCOc1ccc(C(=O)/C=C/c2ccc(SC)cc2)cc1
34) Cc1ccc(Nc2ccccc2N)cc1
35) CCN(Cc1ccccc1)C(=O)CN1C(=O)COc2ccc(S(=O)(=O)N3CCCCCC3)cc21
36) Cc1nc(C)c(C(=O)NNS(=O)(=O)c2ccc3ccccc3c2)s1
37) Cc1ccc(C)c(NC(=O)Cc2nc(CCl)cs2)c1
38) CCC1(C)Cc2ccccc2-c2nc3n(c(=O)c21)CCCCC3 (stereo not given)
39) CCn1c(SCC(N)=O)nc2cc(S(=O)(=O)N3CCOCC3)ccc21
40) O=C(Nc1ccc(Br)cc1)C1CCCN1S(=O)(=O)c1cccs1 (stereo not given)

| entry no. | 31 | 32 | 33 | 34 | 35 | 36 | 37 | 38 | 39 | 40 |
| --- | --- | --- | --- | --- | --- | --- | --- | --- | --- | --- |
| Tau fibril ThT | 28µM* | 6% | ? | ? | -6% | 2% | -15% | -13% | 4% | -9% |
| Tau fibril FP | ? | -4% | -5% | 11% | 7% | -1% | 3% | -2% | 4% | -3% |
| TRb SRC2 PPI | -8% | -21% | 4% | 0% | 5% | 3% | 3% | -20% | 3% | -1% |
| ALDH1A1 inh | 3.2µM* | ? | -3% | -9% | · | ? | ? | 3% | 1% | 2% |
| Tau fluor counter | ? | -2% | -17% | -26% | -12% | 0% | -11% | -1% | -5% | -10% |
| TexasRed fluor | -5% | -2% | -6% | 5% | -1% | -1% | 1% | -1% | -3% | 1% |
| aGal spleen mod | 0% | 9% | -10% | 0% | · | 3% | -3% | -4% | 10% | 0% |
| L3MBTL1 inh | 4% | -9% | 24% | -12% | · | 7% | 12% | 6% | 2% | · |

41) Cc1cc(C)c(NC(=O)c2cc(S(=O)(=O)N3CCCC3)cn2C)c(C)c1
42) COC(=O)c1ccc(OCC(O)CN(CC(C)C)CC(C)C)cc1 (stereo not given)
43) CC(CCc1ccc(O)cc1)NC1C2CC3CC(C2)CC1C3 (stereo not given)
44) CC(C)Oc1ccc(CCC(=O)N/N=C/c2ccncc2)cc1

| entry no. | 41 | 42 | 43 | 44 |
| --- | --- | --- | --- | --- |
| Tau fibril ThT | -7% | -5% | 4% | -8% |
| Tau fibril FP | -1% | 8% | 3% | 3% |
| TRb SRC2 PPI | -2% | -4% | 0% | -1% |
| ALDH1A1 inh | · | 4% | 4% | · |
| Tau fluor counter | -6% | 0% | 6% | -5% |
| TexasRed fluor | -2% | 1% | -7% | -2% |
| aGal spleen mod | · | 0% | 14% | 0% |
| L3MBTL1 inh | · | 1% | 1% | 7% |
